CHRM5 antagonist: CHRM5 antagonism in calcium assay; P08912; CHO-hM5 cells, Fluo-8 calcium fluorescence, ACh EC80; inhibition, % at 3 µM; 0.59% of 360,000 active; AID 624040;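 active = inhibition above a per-plate cutoff, the mean of that plate's test compounds plus 3 SD, cut at about 27% in these data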;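 note: 0% = acetylcholine EC80 with DMSO and 100% = DMSO without agonist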
Target sequence (P08912 whole entry, looked up): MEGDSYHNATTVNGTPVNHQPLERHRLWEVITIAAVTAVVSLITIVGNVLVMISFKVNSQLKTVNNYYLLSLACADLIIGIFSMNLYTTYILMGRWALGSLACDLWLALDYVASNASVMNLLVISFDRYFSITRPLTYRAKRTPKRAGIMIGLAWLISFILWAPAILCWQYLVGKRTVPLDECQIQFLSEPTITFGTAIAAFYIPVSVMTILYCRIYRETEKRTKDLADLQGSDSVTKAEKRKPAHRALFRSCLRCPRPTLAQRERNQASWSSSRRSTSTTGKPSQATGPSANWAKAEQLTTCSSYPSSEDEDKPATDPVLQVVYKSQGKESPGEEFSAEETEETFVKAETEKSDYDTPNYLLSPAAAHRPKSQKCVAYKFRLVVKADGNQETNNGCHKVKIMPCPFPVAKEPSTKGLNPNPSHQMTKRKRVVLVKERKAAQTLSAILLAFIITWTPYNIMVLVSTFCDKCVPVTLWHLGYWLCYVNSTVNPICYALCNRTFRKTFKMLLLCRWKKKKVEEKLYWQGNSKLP
CRFBP-R2 agonist: CRF-BP/CRF-R2 complex agonism | HEK293 CRF-R2/CRF-BP, calcium dye fluorescence (FLIPR); percent of saturating CRF peptide response | activation, % at 13.2 µM | 0.46% of 350,000 active | AID 588473;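 active = activation of at least 50%, plus an integration ratio under a set limit after plate pattern correction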;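 note: plate controls were neutral control wells without compound for no effect and CRF at EC100 for full effect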
M4 ag: CHRM4 agonism in calcium assay; P08173; CHO-K1 hM4/Gqi5, Fluo-8 calcium fluorescence; vehicle 0%, full acetylcholine response 100%; activation, % at 3 µM; 0.14% of 360,000 active; AID 624127;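 active = activation above the run mean over all test wells plus 3 SD, cut at about 32% in these data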;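 note: peak over basal fluorescence ratio per well then scaled between controls; 0% = DMSO wells and 100% = acetylcholine at EC100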
Target sequence (P08173 whole entry, looked up): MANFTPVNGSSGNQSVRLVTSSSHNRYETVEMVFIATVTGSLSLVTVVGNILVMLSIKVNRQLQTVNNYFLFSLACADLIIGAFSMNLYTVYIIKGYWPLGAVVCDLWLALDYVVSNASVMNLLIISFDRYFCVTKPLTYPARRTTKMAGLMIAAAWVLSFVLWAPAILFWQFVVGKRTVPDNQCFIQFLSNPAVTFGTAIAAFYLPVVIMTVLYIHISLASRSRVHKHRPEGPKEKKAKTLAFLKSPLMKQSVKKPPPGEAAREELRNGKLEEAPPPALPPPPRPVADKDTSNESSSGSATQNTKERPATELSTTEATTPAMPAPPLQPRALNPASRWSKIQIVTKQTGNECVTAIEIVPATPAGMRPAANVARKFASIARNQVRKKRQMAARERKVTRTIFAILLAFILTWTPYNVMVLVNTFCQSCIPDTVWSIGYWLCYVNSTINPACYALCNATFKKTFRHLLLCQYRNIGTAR
CHRM5 agonist: CHRM5 agonism in calcium assay. P08912. CHO-K1 hM5 cells, Fluo-8 calcium fluorescence; 0% DMSO wells, 100% maximal acetylcholine response. activation, % at 3 µM. 0.19% of 360,000 active;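 active = activation above the run's mean over test compounds plus 3 SD, cut at about 23% in these data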;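 note: signal is peak over basal fluorescence ratio across the kinetic read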
CRFBP-R2 block: antagonists of CRF-binding protein/CRF-R2 receptor complex; inhibition, % at 11.8 µM; 0.59% of 350,000 active; HEK293 CRF-R2/CRF-BP, CRF-induced calcium fluorescence;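 active = inhibition of the ligand-induced calcium signal above about 50% at the single tested concentration, limit read from the data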
M4 PAM: positive allosteric modulators of human muscarinic M4 receptor. activation, % at 3 µM. P08173. CHO-K1 hM4/Gqi5, Fluo-8 calcium fluorescence, ACh EC20; 0% = ACh EC20, 100% = maximal ACh. 0.4% of 360,000 active;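 active = activation above its plate's cutoff, the mean activation of sample wells plus 3 SD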; note: some results filed as inactive read as strong as hits
CHRM5 PAM: potentiates acetylcholine response at human M5 receptor; P08912; CHO-K1 hM5, Fluo-8 calcium, ACh EC20 PAM; 0% = ACh EC20, 100% = ACh EC100; activation, % at 3 µM; 0.3% of 360,000 active;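 active = activation above the run cutoff, the mean activation of all test compounds plus 3 SD, cut at about 18% in these data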
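System: CHO-K1 hM5 cells. Reagent: acetylcholine, EC20 level. Compound dosing: single dose, 3 µM nominal final test concentration. Timing: Post-acetylcholine fluorescence recording 140 s. Detection: Fluo-8 calcium fluorescence. Read-out: % activation, ACh-normalized. Benchmarks: ACh EC20 and EC100 wells. Repeats: singlicate, one well per test compound.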
M4 antag: CHRM4 antagonism in calcium assay; P08173; CHO-hM4 cells, ACh EC80, Fluo-8 calcium fluorescence; inhibition, % at 3 µM; 0.73% of 360,000 active; AID 624125;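 active = inhibition above its plate's cutoff, the mean inhibition of sample wells plus 3 SD, cut at about 27% in these data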;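 note: 0% = acetylcholine EC80 with DMSO and 100% = DMSO without agonist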
CHRM1 PAM: human CHRM1 positive allosteric modulation | AID 588819 | activation, % at 3 µM | P11229 | CHO-K1 hM1, Fluo-8 calcium fluorescence, ACh EC20; 0% = ACh EC20, 100% = maximal ACh | 0.088% of 360,000 active; in the data active = activation above about 19%, passing the limit was not always enough
Starred values were filed as active, the others as inactive; . = no result given.

SMILES	M4 ag	M4 PAM	CHRM1 PAM	CHRM5 PAM	CRFBP-R2 block	CHRM5 agonist	CHRM5 antagonist	CRFBP-R2 agonist	M4 antag
O=C(O)c1ccc(Cl)c(S(=O)(=O)N(Cc2ccccc2)c2ccccc2Cl)c1	-0.2	-3.1	6.2	-1.1	19.1	-4.1	-0.5	2.9	-1.9
O=C(O)c1ccc(CSc2n[nH]c(-c3ccco3)n2)cc1	-0.1	0.8	4.7	-2.6	-10.8	-0.9	-0.5	-0.4	-13.0
CCCC(=O)Nc1cc(OC)c(OC)cc1C(=O)O	-0.1	3.9	4.5	-1.1	-3.9	-3.2	-2.6	-1.1	-6.3
CC1(C(=O)NCc2ccc3c(c2)OCO3)CCN1CCc1ccccc1 (stereo not drawn)	0.6	1.1	-1.0	-1.7	.	-1.8	3.0	.	3.9
C[C@H](CO)N1C[C@H](C)[C@@H](CN(C)Cc2ccc(C(=O)O)cc2)Oc2c(cccc2N(C)C)C1=O	1.0	1.2	4.6	0.9	0.2	-1.1	3.8	0.8	-2.3
COc1ccc(NC(=O)CN2CCN(c3ccc(C)cc3C)CC2)cc1	-0.7	1.9	7.0	-4.0	7.1	-2.3	7.9	-2.4	1.1
COc1ccccc1CNC(=O)CCc1ccccc1	0.4	4.6	10.9	-1.1	3.6	0.2	6.7	-0.5	-18.8
Cc1noc(C)c1COc1ccccc1C(=O)NCCOc1ccccc1	7.3	2.6	1.8	-12.2	10.0	1.6	-0.7	-0.8	-9.3
CCn1c(SCC(=O)NC2CCCCC2)nnc1C(C)NC(=O)c1ccccc1F (stereo not drawn)	-1.1	-4.8	3.6	-0.4	-8.4	1.1	3.7	-0.7	0.2
CN(CC(=O)NCc1ccccn1)S(=O)(=O)c1ccc(Br)cc1	0.9	0.7	14.1	0.2	-1.7	-2.7	6.1	0.5	-0.8
O=C1C2C3C=CC(O3)C2C(=O)N1N=Cc1ccc2c(c1)OCO2 (stereo not drawn)	0.1	0.1	-1.8	11.0	7.4	1.1	14.4	-0.7	-0.3
Cc1nn(C)c(C(=O)N2CCN(C(=O)c3ccco3)CC2)c1[N+](=O)[O-]	1.3	-0.8	8.7	-0.7	35.0	0.4	-0.5	10.4	0.0
C=CCn1c(-c2ccccc2[N+](=O)[O-])n[nH]c1=S	1.6	-1.4	11.7	-7.5	1.1	0.4	-10.4	-0.5	-4.7
COc1ccc(N2CC(C(=O)Nc3c4c(nn3-c3ccccc3)CS(=O)(=O)C4)CC2=O)cc1 (stereo not drawn)	0.8	11.1	1.2	2.9	-6.2	-3.6	3.7	-0.1	6.0
CCC(C)C(NC(=O)C(C)NC(=O)CNC(=O)CNC(=O)OCc1ccccc1)C(=O)OC (stereo not drawn)	0.2	-4.9	8.7	2.5	-4.1	-3.4	-2.9	0.9	-1.8
CCNC(=O)Nc1ccc(S(=O)(=O)Nc2cnc(C)nc2C)cc1	1.0	3.5	8.4	-0.4	8.4	-0.8	12.4	-2.1	5.4
COC(=O)[C@@H]1C[C@H]2CC[C@H](O)C[C@H]2N1Cc1ccccc1OS(=O)(=O)c1ccc(C)cc1	-0.3	-3.8	2.2	-1.2	-8.0	-2.4	3.3	1.1	-9.8
Cc1cc2c(ncn2C)c(NS(=O)(=O)c2cc(Cl)ccc2Cl)c1C	0.2	-8.0	2.4	-0.8	-8.0	1.7	-2.5	-0.7	1.7
Cc1cc(=O)oc(C)c1C(=O)Nc1cccc2ccccc12	0.3	-0.8	6.7	13.5	-27.5	0.4	-7.0	-0.7	-0.3
O=C(CP(=O)(O)CC(=O)c1ccccc1)c1ccccc1	-0.3	2.1	8.9	5.7	18.2	-1.9	6.3	-0.2	-11.9
Cc1ccc(SCCCn2cnc3ccccc3c2=O)cc1	2.9	4.7	7.4	-0.2	-44.6	-8.8	2.4	-2.1	-11.4
CCOC1=C2[C@@H](CN(S(=O)(=O)c3ccc(C)cc3)[C@H]2c2ccccc2)[C@H]2C(=O)N(Cc3ccccc3)C(=O)[C@H]2C1	1.8	17.6	-8.1	6.8	.	2.7	2.5	.	-9.8
COc1ccccc1CNC(=O)C(Cc1c[nH]c2ccccc12)NC(=O)OCc1ccccc1 (stereo not drawn)	14.5	-3.8	-9.5	-17.5	-0.6	-1.1	12.9	-9.8	-5.2
O=C(NCc1ccco1)c1ccc2c(c1)N(Cc1ccc(Cl)cc1)CCS2	-1.6	4.2	4.9	-2.6	15.5	-6.5	6.5	-0.9	-14.5
Cc1cccc(NC(=O)CSCC(=O)N2CCN(C(=O)c3ccco3)CC2)c1	1.1	6.2	2.2	-1.8	8.9	3.3	6.6	-0.9	-0.4
COc1ccc(Cc2nnc(Nc3ccc(C)cc3C)[nH]c2=O)cc1	4.9	0.6	15.5	3.0	-12.8	-8.0	-3.7	-0.1	4.3
O=C(NCCOCCNC(=O)OCc1ccccc1)OCc1ccccc1	0.9	-5.8	2.2	0.0	5.0	1.5	3.0	1.8	5.2
O=C(c1coc(=O)c2ccccc12)N1CCN(Cc2ccccc2)CC1	1.2	5.3	0.8	-2.9	-4.2	-5.1	1.4	-2.0	4.6
COc1cccc(OC)c1C(=O)NC(=S)NCc1ccco1	-1.0	13.8	9.2	7.8	1.3	-2.5	-6.7	-5.9	-5.2
COc1cc(NS(=O)(=O)c2ccc(NC(=S)NC(=O)/C=C/c3ccco3)cc2)ncn1	0.2	-8.5	-4.7	-6.4	20.8	-0.5	3.0	6.1	8.0
CCOC(=O)c1[nH]c2ccccc2c1NC(=O)CCN1CC(C)OC(C)C1 (stereo not drawn)	0.3	3.5	9.3	2.3	-8.9	-2.0	-0.6	-0.7	1.7
CCOc1ccc(OCC(=O)c2c(O)c3ccccc3oc2=O)cc1	0.6	-1.8	5.7	0.3	11.0	-1.9	0.9	-0.7	-1.2
O=C(Cc1cccs1)N1CCC(c2nc3c(nnn3Cc3ccccc3Cl)c(=O)[nH]2)CC1	0.6	3.2	22.1	0.2	5.9	-1.0	-1.6	-1.0	-6.8
COc1cccc(C2c3c(oc4ccc(F)cc4c3=O)C(=O)N2CCN2CCOCC2)c1OC (stereo not drawn)	0.7	1.3	-0.7	-2.5	18.6	0.1	2.4	-0.7	6.1
CC1(C)C2CCC(C2)C1(C)NC(=O)CNCC1CCCCC1 (stereo not drawn)	3.8	-3.8	-3.4	0.3	-7.7	3.9	-6.7	-1.1	-5.5
O=C(Nc1ccc(S(=O)(=O)Nc2nccs2)cc1)C(F)(F)F	0.6	-4.8	2.1	5.2	6.8	2.0	-2.4	-1.0	5.7
O=C1N[C@@H](c2ccccc2)COC(=O)[C@@H](Cc2ccc(F)cc2)CC/C=C/C[C@@H]1CC(=O)N(CCO)Cc1ccccc1	13.0	-10.8	-3.6	-7.3	-49.7	2.6	-9.6	-3.1	2.0
O=C(CN(CC1CCCO1)C(=O)CNS(=O)(=O)c1ccc(F)cc1)NC1CCCC1 (stereo not drawn)	0.5	-0.7	3.7	-5.8	-1.1	-0.8	13.5	0.3	3.3
O=C(NCCN1CCN(S(=O)(=O)c2ccc(F)cc2)CC1)C(=O)NCc1ccccc1	5.1	2.8	2.0	2.2	-6.7	-3.0	4.4	1.2	-10.4
Cc1cc(NS(=O)(=O)c2ccc(NC(=O)C(F)(F)F)cc2)nc(C)n1	-0.1	5.7	8.0	3.0	8.7	1.7	-2.2	-1.0	-4.8
Cc1nc(SCC(=O)c2ccccc2)n[nH]1	0.7	5.7	10.9	4.0	-1.1	0.3	-5.4	-1.2	-7.0
COC(=O)c1ccc2cc(OC)c(OC)cc2c1	0.6	0.9	-1.9	-0.8	17.1	-0.5	-3.3	-0.3	0.9
CN(C)CCC(C(=O)c1ccccc1)c1ccccn1 (stereo not drawn)	0.1	-1.1	-0.4	-1.8	6.9	-11.6	16.6	1.9	7.6
COc1ccc(N2C(=O)NC(NC(=O)C(C)(C)C)(C(F)(F)F)C2=O)cc1 (stereo not drawn)	0.8	5.0	0.6	2.8	-21.5	-1.0	-4.3	2.1	-12.4
O=C(NC(Cc1ccccc1)C(=O)O)/C(=C\c1ccccc1)NC(=O)c1ccco1 (stereo not drawn)	-0.7	-6.0	10.4	0.9	7.0	-1.5	10.2	-0.6	2.7
c1ccc(-c2cc3nc(NCC4CC4)nc(NCC4CCCCC4)c3s2)cc1	-0.7	-4.3	13.2	-4.5	.	1.4	2.9	.	4.5
Cc1[nH]c2ccccc2c1/C=N/NC(=O)c1cccc(S(=O)(=O)Nc2cccc(C(F)(F)F)c2)c1	0.5	-4.0	-0.8	1.5	-10.5	-0.1	-4.2	-0.2	-4.0
CC1CC1C(=O)OCC(=O)Nc1cccc([N+](=O)[O-])c1 (stereo not drawn)	0.9	2.1	4.6	7.5	8.4	-1.6	5.8	-1.7	-5.4
Cn1c(=O)cc(SCC(=O)Nc2cccnc2)c2ccccc21	4.5	5.1	0.5	-8.3	-0.3	2.8	8.0	1.3	5.3
Cc1noc(C)c1S(=O)(=O)N1CCCC(C(=O)NCCc2ccc(Cl)cc2)C1 (stereo not drawn)	0.3	1.5	3.8	-8.1	-10.8	-8.5	-7.5	-0.1	0.6

(cont.)
SMILES	M4 ag	M4 PAM	CHRM1 PAM	CHRM5 PAM	CRFBP-R2 block	CHRM5 agonist	CHRM5 antagonist	CRFBP-R2 agonist	M4 antag
CCOc1ccc(C(=O)c2cccs2)cc1	-1.7	1.1	4.7	-6.8	50.8*	-5.7	12.9	-0.8	0.7
COc1cccc(N2CCN(c3ccc4nnc(CCC(=O)Nc5cc(C)ccn5)n4n3)CC2)c1	3.0	-4.5	12.6	1.9	11.1	-2.5	-7.4	-5.4	-14.8
CCOC(=O)N1CCN(C(=O)c2c[nH]c3ccc(S(=O)(=O)N(C)c4cccc(C)c4)cc3c2=O)CC1	1.0	0.2	3.1	-4.0	-61.8	-7.4	6.2	81.9*	0.3
Cc1ccc(-c2csc(Nc3ccccn3)n2)cc1	-1.3	13.6*	0.2	14.1	-7.9	9.9	-3.8	-0.7	-14.2
CCN(CC)S(=O)(=O)c1ccc(Cl)c(NC(=O)CSc2nnc(-c3cccs3)o2)c1	2.1	-3.4	1.9	-9.2	-7.7	-3.9	7.0	-2.1	-0.6
Cc1ccccc1Cn1nc(C)c(NC(=O)C2(C)CC2(Cl)Cl)c1C (stereo not drawn)	0.7	-3.9	-8.9	0.6	10.4	-5.3	-4.5	-0.8	5.2

A run of entries taken from the entries so far, for reference:
SMILES	M4 ag	M4 PAM	CHRM1 PAM	CHRM5 PAM	CRFBP-R2 block	CHRM5 agonist	CHRM5 antagonist	CRFBP-R2 agonist	M4 antag
O=C(O)c1ccc(Cl)c(S(=O)(=O)N(Cc2ccccc2)c2ccccc2Cl)c1	-0.2	-3.1	6.2	-1.1	19.1	-4.1	-0.5	2.9	-1.9
O=C(O)c1ccc(CSc2n[nH]c(-c3ccco3)n2)cc1	-0.1	0.8	4.7	-2.6	-10.8	-0.9	-0.5	-0.4	-13.0
CCCC(=O)Nc1cc(OC)c(OC)cc1C(=O)O	-0.1	3.9	4.5	-1.1	-3.9	-3.2	-2.6	-1.1	-6.3
